NR2E3 ag-1 – agonists of human NR2E3 nuclear receptor | Q9Y5X4 | 0.35% of 360,000 active | CHO-S Gal4-NCOR/VP16-NR2E3 two-hybrid, luciferase | AID 602229 | inhibition of corepressor binding, % at 3.98 µM;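 active means inhibition above the mean of all tested compounds plus 3 SD, cut at about 70% in these data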;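 further: 0% = DMSO with NR2E3 transfected cells and 100% = cells lacking NR2E3 construct; higher means lower luciferase signal from less NR2E3 corepressor binding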
Target sequence (Q9Y5X4 whole entry, looked up, the tested form may be a part): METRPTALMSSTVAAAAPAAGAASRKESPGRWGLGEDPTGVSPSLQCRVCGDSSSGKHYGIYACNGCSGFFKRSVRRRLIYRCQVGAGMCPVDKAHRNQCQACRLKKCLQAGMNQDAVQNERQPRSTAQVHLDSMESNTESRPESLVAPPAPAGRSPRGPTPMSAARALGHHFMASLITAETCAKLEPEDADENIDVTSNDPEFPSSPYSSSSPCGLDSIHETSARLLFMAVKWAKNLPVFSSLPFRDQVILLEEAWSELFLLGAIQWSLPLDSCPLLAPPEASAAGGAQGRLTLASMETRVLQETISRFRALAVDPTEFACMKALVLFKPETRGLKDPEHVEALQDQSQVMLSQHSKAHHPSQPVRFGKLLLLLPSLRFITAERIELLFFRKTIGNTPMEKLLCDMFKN
MITF TRPM1 inh – MITF TRPM1 promoter inhibition in SK-MEL-5 cells | SK-MEL-5 TRPM1 promoter luciferase, 24 h | inhibition, % at 12.5 µM | 0.83% of 330,000 active;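 active means mean inhibition across replicates of 60% or more, whatever share of single replicates reaches that level; inconclusive means some that reach 60%, reason not given; inactive means mean inhibition across replicates below 60%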; further: values of inactives mirror those of a sister screen read the other way
NR2E3 ag-2 – NR2E3 (human) agonism | Q9Y5X4 | GST-NR2E3/biotin-RetCOR TR-FRET, 1536-well | inhibition of corepressor binding, % at 4.78 µM | 0.12% of 320,000 active | AID 2300;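 active means percent inhibition above the cutoff of mean plus 3 SD of all tested compounds, set per screening campaign, cut at about 20% in these data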;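 further: 0% = DMSO wells and 100% = biotin wells as full block of FRET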
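Material – GST-tagged NR2E3 plus biotinylated RetCOR corepressor · Quantity – NR2E3 fusion 1.35 nM · Times – 5 h incubation at 4 °C · Medium – pH 7.5 Tris-based buffer · Technique – TR-FRET, Eu(K)-anti-GST donor, streptavidin-D2 acceptor, ex 340, em 617/671 nm · Benchmarks – high control biotin, low control 0.6% DMSO · Format – 1536-well plates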
HIF-2a block – blocks HIF-2a reporter activity | inhibition, % at 18.8 µM | AID 624352 | 786-0 RCC cells HIF-2a reporter, luciferase luminescence, overnight | 0.72% of 360,000 active;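 active means inhibition of the luminescence signal of 40% or more relative to plate controls, in a single-dose primary screen at 18.75 µM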
iPSC survival up – increases survival of single human iPS cells; survival enhancement, % at 20 µM; AID 602274; 0.044% of 360,000 active; hiPSC single-cell survival, ATPlite luminescence; 100% = ROCK inhibitor wells, 0% = DMSO; in the data active means survival enhancement above about 18%;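 further: cells exposed to compounds for 16 hours before the ATP read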
Peg3 promoter – reduces Peg3 promoter-driven luciferase expression in HeLa; HeLa PEG-Prom luciferase reporter, luminescence, overnight; inhibition, % at 20 µM; 1.7% of 360,000 active;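 active means inhibition of at least 50% at 20 µM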
KKLEB tox – CF airway cell cytotoxicity counter-screen; activity change (cytotoxicity), % at 5 µM; KKLEB CF airway cells viability, ATPlite luminescence, overnight; hits give low values; cells stimulated with P. aeruginosa culture filtrate; 0.36% of 360,000 active;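 active means corrected activity change at or below -50% at 5 µM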
C8 TRAIL sens – sensitizes caspase-8 expressing cells to TRAIL; NB7+C8 cells + TRAIL, ATPlite viability luminescence; inhibition (viability loss, TRAIL sensitization), % at 10 µM; 1% of 360,000 active; AID 624354;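 active means compounds causing at least 50% loss of cell viability in the single-dose screen, relative to plate controls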
CF NFkB block – blocks PAF-induced NF-kB reporter in cystic fibrosis cells; KKLEB NF-kB-GFP reporter, GFP fluorescence overnight; AID 588850; 0.86% of 360,000 active; inhibition, % at 5 µM;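 active means at least 50% inhibition at 5 µM, scaled per plate between neutral and stimulator controls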;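 further: PAF is a Pseudomonas aeruginosa culture filtrate used as stimulus; plate controls were PAF-stimulated DMSO wells for no effect and unstimulated DMSO wells for full effect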
Shn3 3UTR inh – reduces Shn3 3'UTR luciferase signal in osteoblasts; Clone20 osteoblast Shn3 3'UTR firefly luciferase, 24 h; inhibition, % at 12.5 µM; 0.52% of 360,000 active;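 active means mean inhibition of at least 75% with every replicate also reaching 75%; inconclusive means mean inhibition at least 75% but some replicate below; inactive means mean inhibition below 75%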;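 further: 0% = median of neutral control wells and 100% = pilot-screen positive control compound; some compounds past the cut are filed as inactive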
LMP1 NFkB inh – inhibitors of Epstein-Barr LMP1-induced NF-kappaB reporter. LMP1-induced NF-kappaB luciferase reporter cells, luminescence. inhibition, % at 12.5 µM. 0.69% of 350,000 active; in the data active means inhibition above about 41%; inconclusive means no clear call, values can overlap the other calls;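 further: 0% = neutral control wells and 100% = reference inhibitor control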
An asterisk follows results filed as active; u = inconclusive; x = no result given.

smiles | NR2E3 ag-1 | MITF TRPM1 inh | NR2E3 ag-2 | HIF-2a block | iPSC survival up | Peg3 promoter | KKLEB tox | C8 TRAIL sens | CF NFkB block | Shn3 3UTR inh | LMP1 NFkB inh
Cc1ccc(C(=O)Nc2cc(Cl)ccc2Oc2ccccc2)cc1[N+](=O)[O-] | -12 | 7 | 0 | 15 | -0.7 | -3 | 1 | -6 | -21 | 7 | 6
COc1ccc(C(=O)NC2CCN(S(=O)(=O)c3ccc(C)cc3)CC2)cc1 | -1 | 15 | -1 | 18 | 2.2 | 20 | 8 | 5 | -5 | 1 | 0
COCCN1C(=O)N(C)[C@@H](c2ccccc2)C(C(C)=O)=C1C | -1 | -7 | 3 | 15 | 2.3 | 1 | 17 | -13 | 1 | -3 | 4
CCc1nc2ccc(C(=O)NCc3ccccc3OC)cn2c1N(CC)CCOC | 12 | x | x | -6 | -4.0 | -5 | -2 | 6 | -9 | 4 | x
CCCCn1nnnc1SCC(=O)NCc1ccccc1 | 4 | 15 | -1 | 9 | 9.5 | 7 | -3 | 3 | -3 | 18 | -10
COc1ccccc1CNS(=O)(=O)c1cc(CN2C(=O)c3cccnc3C2=O)ccc1OC | -24 | 1 | 5 | 11 | -0.6 | 13 | 9 | -15 | 12 | 1 | 5
COc1cccc(NC(=O)CSc2nnc(NC(=O)C3CCC3)s2)c1 | 1 | 3 | 2 | 12 | -0.4 | 16 | -32 | -12 | -13 | 1 | -2
Cc1cc(C)nc(Nc2nc(C(N)CCc3ccccc3)cs2)n1 (configuration not stated) | -3 | x | x | 0 | -2.6 | 15 | -13 | 7 | 27 | 16 | x
CNC(C)C#Cc1c(-c2cc(OC)c(OC)c(OC)c2)noc1C (configuration not stated) | -9 | 17 | 2 | 9 | 2.0 | -6 | -9 | -2 | -5 | 9 | 3
COc1ccc2oc(=O)c(-c3nnc(NCc4ccco4)s3)cc2c1 | -39 | -1 | 3 | -195 | 0.9 | -45 | 7 | 12 | -16 | -69 | -6
CC(OC(=O)c1ccc([N+](=O)[O-])cc1)C(=O)NCC1CCCCC1 (configuration not stated) | -30 | -9 | x | 3 | -2.6 | 5 | 9 | -3 | -15 | -6 | 7
O=C(NCc1ccc(Cl)cc1)C1CC(O)CN1S(=O)(=O)c1ccc(Cl)cc1 (configuration not stated) | -8 | -7 | 1 | 16 | 0.7 | 13 | 1 | -5 | 4 | 5 | -3
CC(=O)Oc1ccc(-c2cccc(C(=O)OCC(=O)Nc3ccccc3Oc3ccccc3)c2)cc1 | 24 | 0 | -3 | -2 | 0.0 | 22 | 16 | 12 | 12 | 12 | 3
CCOC(=O)CNC(=O)CN1C(=O)CCSc2ccccc21 | -9 | -2 | -2 | 13 | -1.4 | 15 | 6 | -2 | -11 | -6 | -8
CNC(=S)N1N=C(c2ccc(C)cc2)CC1c1ccc(OC)c(OC)c1 (configuration not stated) | -8 | 4 | -5 | 1 | 0.5 | -1 | 5 | 1 | -28 | -3 | 7
CCN(CC)S(=O)(=O)c1ccc(NN=c2c(=O)c3ccccc3c2=O)cc1 | 10 | 33 | 1 | -3 | 0.6 | 7 | 0 | 6 | 8 | 9 | 7
CS(=O)(=O)N(CC(=O)N1CCN(c2ccccc2)CC1)c1cc(C(F)(F)F)ccc1Cl | 9 | 2 | 2 | -8 | 3.5 | 14 | 5 | -5 | 2 | 32 | -4
O=C(O)C(Cc1ccccc1)N=Cc1c(O)c2ccccc2oc1=O (configuration not stated) | -42 | 10 | x | 14 | 1.4 | 11 | -12 | -3 | 25 | 3 | -8
O=C(CCc1nc2ccccc2s1)OCc1ccccc1F | 2 | 3 | 0 | 2 | 3.5 | 7 | -3 | -3 | 6 | -7 | 0
CSc1nc(Oc2ccc(=O)n(C)n2)nc(N(C)C)n1 | 10 | -2 | 1 | 12 | -0.8 | 3 | 3 | 4 | -6 | -2 | 4

Next part
smiles | NR2E3 ag-1 | MITF TRPM1 inh | NR2E3 ag-2 | HIF-2a block | iPSC survival up | Peg3 promoter | KKLEB tox | C8 TRAIL sens | CF NFkB block | Shn3 3UTR inh | LMP1 NFkB inh
Cc1c(C(=O)N2CCC(n3nccc3NC(=O)C3CC3)CC2)[nH]c2ccc(Cl)cc12 | -6 | 7 | 1 | 10 | -0.5 | 10 | -9 | 22 | 6 | 0 | 3
COc1ccccc1N1CCN(C(=O)c2cc(-c3ccccc3O)on2)CC1 | -27 | -10 | 3 | -96 | -0.5 | -70 | -10 | -25 | -2 | -29 | -7
CCC(CO)Oc1cc(NCc2cccc(F)c2)c2ncn(C(C)C)c2c1 (configuration not stated) | -1 | u | x | 13 | 0.1 | 17 | -7 | -3 | 8 | 1 | 6
COc1ccc(Cn2c(C)c(C)c(C#N)c2NC(=O)Nc2ccc(Cl)cc2)cc1 | -5 | 11 | 4 | 14 | 5.0 | 10 | 1 | 8 | -6 | 11 | -1
CCCOC(=O)Nc1ccc(N2CCCCC2)cc1 | -102 | -74 | 1 | -134 | -1.4 | -177 | -12 | 34 | 10 | -49 | 0
CCc1nc2c(OCC(N)=O)cccn2c1N(C)C(=O)C(C)C | -27 | x | x | 4 | 1.3 | 4 | -5 | -7 | 12 | -8 | x
O=C(Nc1cc(S(=O)(=O)N2CCOCC2)ccc1Cl)c1cc([N+](=O)[O-])ccc1Cl | -16 | 36 | x | 62* | -3.3 | 109* | 10 | 8 | 23 | 20 | -1
C/C(=N/OCO/N=C(/C)c1ccc(F)cc1)c1ccc(F)cc1 | 27 | 2 | 3 | -10 | -2.8 | -2 | 13 | 23 | -16 | -24 | -41
Clc1cccc(N2CCN(Cc3nc(-c4ccccc4)no3)CC2)c1 | -22 | -2 | 3 | -12 | 0.2 | 0 | -16 | -11 | 18 | -6 | -12
C[C@H](NS(=O)(=O)c1ccc(F)cc1)C(=O)OCC(=O)c1c(N)n(C)c(=O)n(C)c1=O | 11 | 1 | x | 6 | -0.6 | -6 | -26 | 1 | 25 | -19 | -3
COc1ccc(C(=O)COC(=O)CNC(=O)c2cccs2)cc1Br | 13 | -7 | 1 | 10 | 0.8 | -15 | 6 | 4 | 6 | -26 | -3
CC(C)CCNC(=O)C1CC2Cn3c(nc4cc(Cl)c(Cl)cc43)C2N1C (configuration not stated) | 26 | 5 | 3 | 13 | -1.9 | 5 | 13 | -2 | -24 | -9 | -1
Cc1ccccc1NCCC(=O)Nc1ccc(F)cc1 | -15 | x | -1 | -31 | -0.3 | -28 | 4 | -12 | 12 | -2 | -5
Cc1cccc2cc(CNCC3CCCO3)c(Cl)nc12 (configuration not stated) | 11 | 0 | 3 | 1 | -3.1 | 4 | 13 | -4 | -15 | -2 | 7
O=C(CSc1nc(-c2ccco2)cc(C(F)(F)F)n1)N1CCSCC1 | 11 | 5 | 1 | 12 | -0.7 | -1 | 2 | 12 | -4 | 1 | 0
C=C1CCC(N(O)c2cc(C)on2)C(=C)CCC2C1CC2(C)C (configuration not stated) | -14 | 0 | 2 | 7 | -1.7 | 9 | 6 | 13 | 5 | 9 | 0
Cc1ccccc1OCc1nc2c3cnn(C)c3ncn2n1 | -33 | -78 | 1 | -204 | -0.3 | -208 | 6 | 12 | 9 | -43 | -22
COc1ccc(-c2cn(Cc3ccc4ccccc4c3)nn2)cc1 | -27 | -18 | -1 | -26 | -0.5 | -12 | -4 | -8 | -5 | -20 | -1
Cc1ccc(CC(=O)Nc2cccc(C#N)c2)cc1 | -18 | -1 | 2 | 2 | -0.9 | 6 | 1 | -4 | -5 | -1 | 6
N#Cc1nc(COc2ccccc2Cl)oc1NCc1ccco1 | -1 | -4 | 4 | 10 | 2.4 | 6 | -23 | -20 | 26 | -29 | -10

Later entries.
smiles | NR2E3 ag-1 | MITF TRPM1 inh | NR2E3 ag-2 | HIF-2a block | iPSC survival up | Peg3 promoter | KKLEB tox | C8 TRAIL sens | CF NFkB block | Shn3 3UTR inh | LMP1 NFkB inh
COc1ccccc1CNC(=O)C1CCN(S(=O)(=O)c2ccc3nc4c(c(C(=O)O)c3c2)CCCC4)CC1 | -6 | 9 | -1 | 6 | -0.2 | 7 | 2 | -21 | -12 | -21 | -2
CC1=C(C(=O)N(C)C)C(c2ccccc2OC(F)F)NC(=O)N1 (configuration not stated) | -3 | -1 | 3 | 9 | 3.0 | 6 | 4 | 1 | 6 | 5 | -2
CC(C)N(C)c1ncnc2c1ncn2[C@H]1CN(Cc2cccs2)C[C@@H](CO)O1 | 1 | x | x | 1 | 2.9 | 10 | 0 | 11 | 4 | 1 | x
C=CCc1ccc(OCCOc2cccc3cccnc23)c(OC)c1 | -47 | -3 | 2 | -6 | 2.4 | -13 | -26 | 13 | 8 | -15 | -13
CC(=O)Nc1ccc(NC(=O)CSc2ncc(C(=O)Nc3ccc(Cl)cc3)c(=O)n2C)cc1 | -60 | 2 | -3 | -60 | -0.5 | -74 | -12 | 6 | 21 | -4 | -27
CCn1c(SCC(=O)Nc2cccc(F)c2)nnc1-c1cc2cc(Br)ccc2o1 | 7 | -12 | 3 | -105 | -0.5 | -75 | -3 | 8 | -3 | -30 | 1

Entries shown so far that contain an aryl thioether with sulfur outside any ring:
smiles | NR2E3 ag-1 | MITF TRPM1 inh | NR2E3 ag-2 | HIF-2a block | iPSC survival up | Peg3 promoter | KKLEB tox | C8 TRAIL sens | CF NFkB block | Shn3 3UTR inh | LMP1 NFkB inh
CCCCn1nnnc1SCC(=O)NCc1ccccc1 | 4 | 15 | -1 | 9 | 9.5 | 7 | -3 | 3 | -3 | 18 | -10
COc1cccc(NC(=O)CSc2nnc(NC(=O)C3CCC3)s2)c1 | 1 | 3 | 2 | 12 | -0.4 | 16 | -32 | -12 | -13 | 1 | -2
CSc1nc(Oc2ccc(=O)n(C)n2)nc(N(C)C)n1 | 10 | -2 | 1 | 12 | -0.8 | 3 | 3 | 4 | -6 | -2 | 4
O=C(CSc1nc(-c2ccco2)cc(C(F)(F)F)n1)N1CCSCC1 | 11 | 5 | 1 | 12 | -0.7 | -1 | 2 | 12 | -4 | 1 | 0
CC(=O)Nc1ccc(NC(=O)CSc2ncc(C(=O)Nc3ccc(Cl)cc3)c(=O)n2C)cc1 | -60 | 2 | -3 | -60 | -0.5 | -74 | -12 | 6 | 21 | -4 | -27
CCn1c(SCC(=O)Nc2cccc(F)c2)nnc1-c1cc2cc(Br)ccc2o1 | 7 | -12 | 3 | -105 | -0.5 | -75 | -3 | 8 | -3 | -30 | 1

This is a subset; count on the stated rates, not on these rows.
